Compound activity as filed in PubChem BioAssay.
aSyn tox rescue – qHTS of alpha-syn Inhibitors: NCGC Sytravon Library Screen; S. cerevisiae alpha-synuclein toxicity rescue, BacTiter-Glo growth, 24 h; Potency, µM (doses to about 46.1 µM), inactives show at the top dose growth rescue (activation), usual class: activators; actives 0.02% (n = 94,000); active = well fitted activation curve with a large enough effect; inconclusive = small, poorly fitted or top-dose-only effect; also: 0% is about no effect
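Growth restoration measured by BacTiter-Glo luminescence after 24 hr at 30 deg C; alpha-synuclein yeast, raffinose-pregrown to mid-log, were added at OD600=0.02 in galactose medium onto pinned compounds.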
Active calls of the source: *; ? = inconclusive; & = joins results of further samples; [ ] = dose if it differs, or a comment. Potency is read from the fitted curve at half-maximal effect. A portion of the library. The share of hits here may be higher or lower than overall.

canonical_smiles | aSyn tox rescue
CCOc1ccccc1CNC(=O)c1cn(-c2ccc(OC)cc2)c(=O)c2ccccc12 | -14%
O=[N+]([O-])c1ccc(C(c2sc3nc(-c4ccco4)nn3c2O)N2CCC3(CC2)OCCO3)cc1 (stereo not given) | 12%
COc1ccc(CC(=O)Nc2ccc3nc(Nc4ccc(OC)cc4)cc(C)c3c2)cc1 | -15%
COc1ccc(NS(=O)(=O)c2cc(NC(=O)c3ccc(=O)[nH]c3)ccc2N2CCOCC2)cc1 | 6%
CCOC(=O)C1CCN(c2csc3ccc(C)cc3c2=O)CC1 | 9%
COc1ccc(NC(=O)Cn2c(=O)cc(C)c3c(C)nn(-c4cccc(Cl)c4C)c32)cc1OC | 7%
CC(C)Oc1ccc(CNC(=O)CCCN2C(=O)c3cccnc3Oc3ccc(Cl)cc32)cc1 | 6%
COc1ccc(CCC(=O)NCCc2cn3c(C)csc3n2)cc1 | 5%
CC(NC(=O)/C(C#N)=C/c1ccc(N2CCOCC2)cc1)c1ccccc1 (stereo not given) | -6%
COc1ccc(NC(=O)CSc2nc(-c3cccs3)cc(C(F)(F)F)n2)c(OC)c1 | 2%
O=C(CSc1oc(-c2cccs2)nc1S(=O)(=O)c1ccccc1)Nc1ccc(F)cc1 | 7%
COc1cccc(N2CC(C(=O)NCc3n[nH]c(=O)c4ccccc34)CC2=O)c1 (stereo not given) | 4%
COc1ccc(N2CCN(S(=O)(=O)c3csc(C(N)=O)c3)CC2)cc1 | -18%
COCCCN1C(=O)C(CC(=O)NC(c2ccccc2)c2ccccc2)CC(C(=O)N2CCOCC2)=C1C (stereo not given) | -6%
Cc1ccccc1N1CC(C(=O)N2CCCCCC2)CC1=O (stereo not given) | 0%

(cont.)
canonical_smiles | aSyn tox rescue
CCOc1ccc(CN2C(=O)c3ccccc3Sc3ccc(C(=O)NCCCN4CCOCC4)cc32)cc1 | -4%
CC(=O)c1cc(NC(=O)c2ccc(C)cc2)c(=O)oc1C | 20%
Nc1nc(-c2ccc(C(=O)O)cc2)cs1 | 10%
CC(=O)N/C(=C\c1ccccc1)C(=O)OCC(=O)N1CCCCCC1 | -2%
O=C(O)CC1c2ccccc2CCN1C(=O)Nc1cc(Cl)ccc1Cl (stereo not given) | -4%
Cc1cccc(N2CCN(C(=O)c3ccc4nc[nH]c4c3)CC2)c1C | 15%
COc1ccc(NC(=O)Cn2c(CCC(=O)O)ccc2-c2ccccc2)cc1Cl | 9%
CCN(CC(=O)NC(C)(C)C)C(=O)c1ccc(Br)cc1 | -7%
COc1ccc(-c2csc(NC(=O)CCNC(=O)c3ccco3)n2)cc1 | -1%
Clc1ccc(C2=CSC3=NCCN23)c(Cl)c1 | 7%
Cc1ccc(S(=O)(=O)c2nnn3c2nc(NCc2ccccc2)c2sccc23)cc1 | -9%
O=C(NCC(c1ccco1)N1CCN(c2ccccc2)CC1)c1ccc2c(c1)OCO2 (stereo not given) | 13%
COc1ccc(OC)c(-c2noc(N3CCN(c4cc(C)ccc4C)CC3)n2)c1 | 2%
Cc1ccc(C)c(-c2nnc(NC(=O)c3ccco3)o2)c1 | ?
Cc1ccc(C)c(S(=O)(=O)Nc2ccc(C(=O)NCCCN3CCOCC3)cc2)c1 | -7%

Reprinted from the part before: 2 compounds, followed by the next part.
canonical_smiles | aSyn tox rescue
Cc1ccc(C)c(-c2nnc(NC(=O)c3ccco3)o2)c1 | ?
Cc1ccc(C)c(S(=O)(=O)Nc2ccc(C(=O)NCCCN3CCOCC3)cc2)c1 | -7%
NC(=O)c1c(NC(=O)c2cc(-c3ccc(F)cc3)on2)sc2c1CCCC2 | -1%
CCOC(=O)c1ccc(Nc2nc3ccccc3n3c(C)nnc23)cc1 | -10%
CC1=C(C(=O)N(C)C)CC(CC(=O)NCc2ccco2)C(=O)N1Cc1ccccc1 (stereo not given) | 12%
Cc1cccc(CNC(=O)CN2C(=O)CCn3nc(-c4cn(C)c5ccccc45)cc32)c1 | -7%
CCC1(C)Cc2c(sc3nc(SC)n(-c4ccc(C)cc4)c(=O)c23)CO1 (stereo not given) | 8%
C[C@@H]1CC[C@H](Cc2ccc(-n3cccc3)cc2)N1C(=O)OC(C)(C)C | -30%[inhibitor]
Cc1ccc(S(=O)(=O)N2C[C@]3(O)C[C@@H]4C(=O)N(c5ccccc5)C(=O)[C@@H]4C[C@]3(OC(=O)NCc3ccccc3)C2)cc1 | 0%
Cc1ccccc1-c1nc(CS(=O)(=O)CC(=O)N(C)C2CCCCC2)c(C)o1 | -5%
Cc1ccccc1C(=O)NCCNC(=O)c1cnccn1 | 0%
Fc1ccc(NC(=S)NN2CCOCC2)cc1Cl | 4%
COc1ccc(-n2ccnc(NCc3cccs3)c2=O)cc1 | 1%
O=C(NCCN1CCOCC1)c1ccc2c(c1)N(Cc1cccc(Cl)c1)C(=O)c1ccccc1S2(=O)=O | 1%
Cc1ccc2c(c1)N(C(=O)N1CCC(C(=O)NCc3cccs3)CC1)CC(C)O2 (stereo not given) | -11%
COc1ccc(-c2cnnn2-c2ccc(NC(=O)c3ccc(S(=O)(=O)N(C)C)cc3)cc2)cc1 | 0%
CNC(=O)c1ccc(CN(C)C(=O)c2cccc(S(=O)(=O)N3CCc4ccccc4C3)c2)cc1 | 2%

Continued.
canonical_smiles | aSyn tox rescue
CCOc1ccc(S(=O)(=O)Nc2ccc(-c3ccc(N4CCCC4)nn3)cc2)cc1 | -4%
Cc1cc(NS(=O)(=O)c2ccc(NC(=O)COc3c(C)ccc(C)c3C)cc2)nc(C)n1 | 3%
Cc1ccn2c(=O)c(C(=O)Nc3ccc(F)c(C(F)(F)F)c3)cnc2c1 | -10%
CNS(=O)(=O)c1cccc(C(=O)NCC2(N3CCOCC3)CCCCC2)c1 | -14%
CCOc1cc(CNC(=O)c2cc(-c3ccc(Cl)s3)nc3ccccc23)ccc1OC | -17%
CCOc1ccc(C2C(C(N)=O)=C(C)Nc3nc(-c4cccc(Cl)c4)nn32)cc1OC (stereo not given) | -5%
Cc1cccc(C)c1NC(=O)CSc1nc(C2CC2)nc2ccccc12 | 1%
Cn1cc(-c2cc3n(n2)CCC(=O)N3CC(=O)NCc2ccccc2)c2ccccc21 | 15%
COc1cc(NC(=O)CCCN2C(=O)CCn3nc(-c4cn(C)c5ccccc45)cc32)cc(OC)c1 | -15%
CCOC(=O)c1cccc(NC(=O)c2ccc3nc(Cc4ccccc4)oc3c2)c1 | 7%
CNC(=S)N(Cc1ccc(OC)cc1)C1CC(=O)N(c2ccc(Cl)cc2)C1=O (stereo not given) | 11%
CCN(CC)S(=O)(=O)c1cccc(C(=O)NCc2ccccc2)c1 | 2%
NCCCNc1nc(N)c([N+](=O)[O-])c(NC2CCCCC2)n1 | 1%
CCOc1ccc(NC(=O)c2sc(-n3nc(C)c(CCC(C)C)c3C)nc2C)cc1 | -13%
Cc1cc(C(=O)NCc2ccccc2)c2c(C)nn(-c3cccc(Cl)c3C)c2n1 | -6%

(list continues)
canonical_smiles | aSyn tox rescue
COc1cccc(F)c1C(=O)NC(=O)Nc1ccc2nc(C)oc2c1 | -2%
COc1ccc(NC(=O)CSCC(=O)OCc2cccc(OC)c2OC)cc1 | -10%
O=C(NCCc1ccccc1)C(=Cc1ccc(C(=O)O)cc1)C(=O)NCCc1ccccc1 | 8%
Cc1ccc(Cl)cc1N1CCN(S(=O)(=O)c2ccc3c(c2)NC(=O)C(C)C(=O)N3)CC1 (stereo not given) | -2%
COc1ccc(/C=C/C(=O)Nc2ccc(Cl)c(Cl)c2)cc1OC | -10%
CCc1ccc(NC(=O)c2ccc(F)c(S(=O)(=O)N3CCC4(CC3)OCCO4)c2)cc1 | 4%
CCOC(=O)c1c(C)[nH]c(C)c1S(=O)(=O)NCC(=O)Nc1cc(C)ccc1OC | 27%
COc1ccccc1CNC(=O)CN1C(=O)CCn2nc(-c3ccccc3)cc21 | 1%
COc1ccccc1N1CCN(CCCNC(=O)Cn2ncc3c([nH]c4ccccc43)c2=O)CC1 | 6%
COc1ccc(S(=O)(=O)Nc2cc3c4c(c2)CC(=O)N4CCC3)cc1 | -12%
Cc1cc(N)n(-c2ccc(C(=O)O)cc2)n1 | 1%
CC(=O)Nc1ccc2nc(SCCOc3ccccc3)sc2c1 | 5%
COc1ccccc1-c1nnc(C2CCN(C(=O)c3ccc(C)cc3)CC2)o1 | 7%
COc1ccc(CCNC(=O)c2ccc(Br)cc2)cc1 | 3%
COc1cc(/C=N/n2cnn(Cc3ccccc3Cl)c2=S)cc(OC)c1OC | -8%

(next part)
canonical_smiles | aSyn tox rescue
Cc1nc(Cc2nnc(SC(C)C(=O)Nc3ccccc3)o2)cs1 (stereo not given) | 3%
CC(C)C(=O)NNC(=O)c1csc(-c2cccs2)n1 | -4%
Cc1ccc(CNS(=O)(=O)c2c(C)nc3scc(C)n3c2=O)cc1 | -1%
Cc1ccc(C(=O)/C=C/NNC(=O)c2ccccc2O)cc1 | 3%
O=c1c(-c2ccc([N+](=O)[O-])cc2)coc2c(O)c(O)ccc12 | -2%
CC(=O)Nc1ccc(NC(=O)c2cc(C3CC3)nc3c2cnn3C(C)C)cc1 | -42%[inhibitor]
CCC(=O)N1c2ccc(S(=O)(=O)CCC(=O)NCc3cccc(OC)c3)cc2CC1C (stereo not given) | -1%
COc1cccc(-c2cc(C(=O)Nc3cnn(Cc4ccc(Cl)cc4Cl)c3)no2)c1 | 0%
CCOc1ccc(NC(=O)NCCCN2CCN(c3ccc(F)cc3)CC2)cc1 | 0%
Cc1ccc(/C=C2/N=C(c3ccccc3)NNC2=O)cc1 | 13%
O=C(COc1ccccc1[N+](=O)[O-])NC1CC1 | 8%
O=[N+]([O-])c1ccc(N=Nc2c(O)[nH]c3ccc(F)cc23)cc1 | -2%
CC(=O)c1cccc(NC(=O)CCCSc2nc(-c3ccco3)cc(C(F)(F)F)n2)c1 | 5%
CCc1ccc(Sc2cc(C(=O)NC(C)CC)c3ccccc3n2)cc1 (stereo not given) | -12%
CCCCC(CC)CNC(=O)CCCCn1c(=O)[nH]c2ccsc2c1=O (stereo not given) | 3%&0%

(cont.)
canonical_smiles | aSyn tox rescue
Cc1ccc(NC(=O)CNc2ccc(N3CCOCC3)cc2)cc1S(=O)(=O)N(C)C | 3%
CCCn1cc(S(=O)(=O)c2ccc(CC)cc2)c(=O)c2ccccc21 | 8%
COc1ccc(CNC(=O)O[C@H]2CN(C(=O)OC(C)C)N(C(=O)OC(C)C)[C@@H]3CN(S(=O)(=O)c4ccc(C)cc4)C[C@]23O)cc1OC | -5%
Cc1cc(C(=O)CN2C(=O)NC(C)(c3ccccc3)C2=O)c(C)n1CC1CCCO1 (stereo not given) | 4%
Cc1nc2ccccn2c1C(=O)NNC(=S)Nc1ccccc1 | 2%
COc1ccc(NC(=O)C2CCCN2S(=O)(=O)c2ccc(Cl)cc2)cc1 (stereo not given) | -14%
CCCN(CCC)CCCNC(=O)c1sc2nc3n(c(=O)c2c1C)CCC3 | -4%
CCCN(C(=O)c1cc2c(=O)n(CC)c3ccccc3c2s1)c1ccccc1F | 2%
Cn1nc(C(=O)NCc2ccc(F)cc2)c2c1-c1ccccc1SC2 | 6%
Cc1c(Cl)cccc1NC(=S)NC(=O)c1ccccc1 | -6%
CCCCCCC1CC(=CN(C)C)C(=O)O1 (stereo not given) | -66%[inhibitor]
CCN1CCN(Cc2c(O)ccc3oc(C)c(C(=O)Nc4cccc(Cl)c4C)c23)CC1 | -2%
O=C(NC(Cc1ccccc1)C(=O)O)OCC1c2ccccc2-c2ccccc21 (stereo not given) | -21%
O=C(NC1CC(=O)N(c2ccc(F)cc2)C1)C1CCCC1 (stereo not given) | 0%
COc1ccccc1N1CCN(c2ccc(=O)n(CC(=O)NCc3ccc(F)cc3)n2)CC1 | -13%

Other compounds:
canonical_smiles | aSyn tox rescue
COc1ccc(C(=O)N2CC(=O)Nc3ccc(F)cc3C2c2ccc(F)cc2)c(OC)c1 (stereo not given) | 3%
COc1ccc(CNC(=O)CC(C)CC2=NS(=O)(=O)c3ccccc3N2)cc1 (stereo not given) | 0%
Cc1cc(NC(=O)c2ccc3c(c2)OCCO3)cc(-c2nc3ccccc3o2)c1O | -9%
CCc1cnc2c(c1SCC(=O)c1ccccc1)c(=O)n(C)c(=O)n2C | -14%
CC(C)(C)c1ccc(/C=N/N2C(=O)CSC2=S)cc1 | 5%
Cc1ccc(Cl)cc1NC(=O)CN1C(=O)COc2ccc(S(=O)(=O)N3CCOCC3)cc21 | -2%
Cc1ccc(Cn2c(=N)c(C(=O)NCC3CCCO3)cc3c(=O)n4ccccc4nc32)cc1 (stereo not given) | -10%
O=C(CCNC(=O)c1ccc(Br)cc1)NCc1ccco1 | 3%
Cc1cc(C)cc(NC(=O)N2CCC(CN3CCCCCC3)CC2)c1 | 2%
Cc1nn(-c2ccccc2)c2sc(C(=O)Nc3cccc(Cl)c3)cc12 | -14%

Structural class: the entries above containing a COOH group.
canonical_smiles | aSyn tox rescue
Nc1nc(-c2ccc(C(=O)O)cc2)cs1 | 10%
O=C(O)CC1c2ccccc2CCN1C(=O)Nc1cc(Cl)ccc1Cl (stereo not given) | -4%
COc1ccc(NC(=O)Cn2c(CCC(=O)O)ccc2-c2ccccc2)cc1Cl | 9%
O=C(NCCc1ccccc1)C(=Cc1ccc(C(=O)O)cc1)C(=O)NCCc1ccccc1 | 8%
Cc1cc(N)n(-c2ccc(C(=O)O)cc2)n1 | 1%
O=C(NC(Cc1ccccc1)C(=O)O)OCC1c2ccccc2-c2ccccc21 (stereo not given) | -21%
